Screening results as filed in PubChem BioAssay.
RNase H inhibition: RNase H inhibition, HIV 1 Gag Pol polyprotein, FRET biochemical assay, screening (AID 372); HIV-1 RT RNase H, FRET RNA/DNA substrate fluorescence; higher % means a stronger effect; inhibition, % at 10 µM, or IC50 in µM where a hit was titrated; 100,000 tested, 0.77% active; in the data active means inhibition above about 50%
* marks the source's active call; other numbers are inactive results. This is a subset; count on the stated rates, not on these rows.

SMILES	RNase H inhibition
O=C(NNC(=O)c1ccc(Cl)c([N+](=O)[O-])c1)c1ccncc1	10%
COC(=O)CN(CCc1ccccc1)S(=O)(=O)c1ccc(OC)c(OC)c1	11%
COC(=O)c1cccc(Nc2ncnc3ccc(Br)cc23)c1	0%
COc1cc2c(cc1OC)C(c1cccc(Cl)c1)N(Cc1cccc(Br)c1)CC2 (stereo not drawn)	28%
O=C1C(Cl)=C(N2CCOCC2)C(=O)N1c1cccc(Cl)c1Cl	3%
Cc1ccc(C(=O)Nc2cccc(Oc3ccccc3)c2)o1	7%
Nc1cc(-c2ccc(Br)cc2)nn1-c1ccccc1	5%
Clc1ccc(Oc2nc(-c3cccnc3)nc3ccccc23)cc1	4%
COc1ccc(C(=O)NC(=S)Nc2cccc(-c3nc4ccccc4s3)c2)cc1	11%
C=CCn1c(C)nc2ccccc21	4%
COc1ccc(-c2nc3cc(NC(=S)NC(=O)c4ccccc4Cl)ccc3o2)cc1Cl	45%
COc1ccc(N(CC(=O)NCc2ccccc2)S(=O)(=O)c2ccc(C)cc2)cc1OC	15%
COc1cc(F)ccc1S(=O)(=O)N1CCCCCC1	0%
O=C(/C=C/c1cccc(C(F)(F)F)c1)Nc1ccc(F)cc1	13%
CCC(C)(C)C(=O)Nc1ccc(Br)c(C)c1	14%
CN1CCN(NC(=S)Nc2ccc(F)cc2)CC1	0%
CCCCCCOC(=O)C1=C(C)NC(=O)NC1c1ccc(N(C)C)cc1 (stereo not drawn)	25%
CCCOc1ccc(C/C(N)=N/n2cnnc2)cc1	0%
O=C(Nc1cccc(O)c1)c1nn2c(C(F)(F)F)cc(-c3ccco3)nc2c1Cl	14%
C=CCNC(=O)CN(c1cccc(C(F)(F)F)c1)S(C)(=O)=O	0%
COc1ccc(C(=O)NC(=S)Nc2ccccn2)cc1OC	5%
O=C(CCc1ccccc1)Nc1ccc(OCc2ccccc2)cc1	15%
Cc1ccc(C23CC4CC(CC(C(=O)Nc5ccc(F)cc5F)(C4)C2)C3)cc1	6%
CN1CCN(/N=C2\C(=O)Nc3ccccc32)CC1	12%
COc1ccc(CNC(=O)CN(c2cccc3ccccc23)S(C)(=O)=O)cc1	16%

A different layout for part of the listing above:
SMILES: COc1ccc(C(=O)NC(=S)Nc2ccccn2)cc1OC
  RNase H inhibition: 5%
SMILES: COC(=O)CN(CCc1ccccc1)S(=O)(=O)c1ccc(OC)c(OC)c1
  RNase H inhibition: 11%
SMILES: CCC(C)(C)C(=O)Nc1ccc(Br)c(C)c1
  RNase H inhibition: 14%
SMILES: O=C(NNC(=O)c1ccc(Cl)c([N+](=O)[O-])c1)c1ccncc1
  RNase H inhibition: 10%

The listing picks up, starting six compounds before the break.
SMILES	RNase H inhibition
C=CCNC(=O)CN(c1cccc(C(F)(F)F)c1)S(C)(=O)=O	0%
COc1ccc(C(=O)NC(=S)Nc2ccccn2)cc1OC	5%
O=C(CCc1ccccc1)Nc1ccc(OCc2ccccc2)cc1	15%
Cc1ccc(C23CC4CC(CC(C(=O)Nc5ccc(F)cc5F)(C4)C2)C3)cc1	6%
CN1CCN(/N=C2\C(=O)Nc3ccccc32)CC1	12%
COc1ccc(CNC(=O)CN(c2cccc3ccccc23)S(C)(=O)=O)cc1	16%
CCOc1ccc(C(=O)NC(=S)Nc2cc3nn(-c4ccc(C)cc4)nc3cc2C)cc1Cl	17%
O=C(Nc1nc2ccccc2s1)c1cc(I)ccc1Cl	8%
Cc1cnn(-c2cc(N/N=C/c3c(F)c(F)c(F)c(F)c3F)ncn2)c1	0%
CCc1ccc(OCCCN2CCOCC2)cc1	3%
S=c1n(CN2CCOCC2)nnn1-c1ccccc1	7%
O=C(Nc1ccccc1C(F)(F)F)c1nn2c(c1Cl)NC(c1ccccc1)CC2C(F)(F)F (stereo not drawn)	11%
O=C1NC(=O)N(c2cccc(F)c2)C(=O)/C1=C/c1cccn1-c1ccc(Cl)cc1	59%*
C(=C\c1nc(N2CCCCCC2)c2ccccc2n1)/c1ccccc1	31%
CCOc1cc(/C=N/NC(=O)c2cc(-c3ccc(Cl)cc3)n[nH]2)ccc1O	14%
CC1=C(C(=O)OCC2CCCO2)C(c2ccccc2)C2=C(CC(C)(C)CC2=O)N1 (stereo not drawn)	3%
CCOC(=O)/C(C#N)=C/c1ccc(-c2ccc(OC)cc2[N+](=O)[O-])o1	7%
COc1cc(/C=N\N2CCN(c3ccccc3)CC2)cc(Br)c1O	22%
CCCOc1ccc(C(=O)NC(=S)Nc2cccc([N+](=O)[O-])c2)cc1	13%
COc1ccc2ccccc2c1C1C(C(C)=O)=C(C)N=c2s/c(=C\c3cccc(O)c3)c(=O)n21 (stereo not drawn)	4%
CCCOc1ccc(CCC(=O)O)cc1	9%
Cc1ccc(OCCCN2CCCCC2)cc1C	5%
CC(=O)Nc1cccc(Oc2ccc3c(c2)C(=O)N(c2cccc(Cl)c2)C3=O)c1	12%
Cc1ccc(OCCCN2CCOCC2)c(C(C)(C)C)c1	11%
Cc1sc2[nH]c(=S)n(-c3ccc(Cl)cc3)c(=O)c2c1C	9%
CC1=CC(C)(C)N(C(=S)NC(=O)c2ccccc2)c2ccccc21	3%
CCC(=O)Nc1ccc(Cl)c(-c2nc3cc(C)ccc3o2)c1	20%
CC(=O)Nc1ccc(C(C)(c2ccccc2)c2ccc(NC(C)=O)cc2)cc1	19%
c1ccc(COc2cccc(CN3CCN(c4ncccn4)CC3)c2)cc1	15%
CCN1C(=O)/C(=C\c2cccc(OCCOCCOc3ccc(C)cc3)c2)SC1=S	13%
CCOC(=O)C(CCCOc1cc(C)cc(C)c1)C(=O)OCC	25%

3 compounds already listed, arranged by count of non-hydrogen atoms, descending:
SMILES	RNase H inhibition
O=C(Nc1ccccc1C(F)(F)F)c1nn2c(c1Cl)NC(c1ccccc1)CC2C(F)(F)F (stereo not drawn)	11%
Cc1cnn(-c2cc(N/N=C/c3c(F)c(F)c(F)c(F)c3F)ncn2)c1	0%
CCCOc1ccc(C(=O)NC(=S)Nc2cccc([N+](=O)[O-])c2)cc1	13%

Remaining list, next part:
SMILES	RNase H inhibition
Cc1ccccc1NC(=O)CSc1nnc(C)c2ccccc12	6%
Cc1cc(C)c(C2=C(C#N)C(N)=C(C#N)C3=CCCCCC32)c(C)c1 (stereo not drawn)	22%
COc1ccc(Cc2noc(COc3ccc(Cl)cc3)n2)cc1	9%
COC(=O)CN(Cc1ccccc1)S(=O)(=O)c1ccccc1	2%
CCCOC(=O)C1=C(C)NC2=C(C(=O)CC(c3ccccc3)C2)C1c1ccc(Cl)cc1Cl (stereo not drawn)	24%
O=C(COc1ccc(Br)cc1)Nc1cc(-c2nc3ccccc3o2)ccc1Cl	8%
Cc1ccc(-n2c(C)cc(C=C3C(=O)c4ccccc4C3=O)c2C)cc1C	19%
O=C1CC(N(Cc2ccccc2)Cc2ccccc2)C(=O)N1c1cccc(Cl)c1 (stereo not drawn)	12%
COc1ccc(C2CC(=O)C3=C(C2)Nc2ccccc2NC3c2cccc(OC)c2OC)cc1OC (stereo not drawn)	7%
COc1ccc(/C=C/C(=O)Nc2ccccc2[N+](=O)[O-])cc1Br	11%
C=CCOc1c(Cl)cc(/C=C2\C(=O)NN(c3ccc(Cl)c(Cl)c3)C2=O)cc1OC	22%
CC(C)C(=O)NC(c1ccccc1Cl)c1c(O)ccc2ccccc12 (stereo not drawn)	5%
Cc1ccccc1NC(=O)c1c(NC(=O)Cc2ccccc2)sc2c1CCCC2	16%
COc1ccccc1CN1CCCC(C(N)=O)C1 (stereo not drawn)	6%
CSc1nnc2c(n1)OC(c1cccc([N+](=O)[O-])c1)Nc1ccccc1-2 (stereo not drawn)	7%
Cc1ccc(C(=O)N/C(=C\c2cn(-c3ccccc3)nc2-c2ccccc2)C(=O)N2CCOCC2)cc1	17%
O=C(Nc1ccccc1O)c1ccc2c(c1)C(=O)N(c1cccc(C(=O)c3ccccc3)c1)C2=O	41%
CC(C)(C)c1ccc(O)c(N=Cc2ccc(-c3cccc(Cl)c3)o2)c1	14%
COc1cccc(C2NC(=S)NC(C)=C2C(=O)Nc2cccc(Cl)c2)c1 (stereo not drawn)	5%
CC(=O)c1ccc(NC2=NC(C)(C)Cc3ccccc32)cc1	5%
COc1cccc(C2C(C(=O)Nc3ccccc3)=C(C)N=c3s/c(=C\c4ccc(N(C)C)cc4)c(=O)n32)c1 (stereo not drawn)	20%
CCN(CC)c1ccc(N=Cc2ccc(C=Nc3ccc(N(CC)CC)cc3)cc2)cc1	3%
COc1ccc2nc(N=C(NC(C)=O)NC(C)=O)nc(C)c2c1	3%
COc1ccc(-c2nc3cc(NC(=S)NC(=O)c4ccc(C)cc4)ccc3o2)cc1	30%
CCN(CC)C(=O)Nc1ccccc1C	0%
SMILES	RNase H inhibition
CCOC(=O)N1CCN(C(=O)CCN2C(=O)c3cccc4cccc(c34)C2=O)CC1	10%
Cc1ccc(NC(=O)/C(=C/c2ccco2)c2ccccc2)cc1C	17%
C=CCc1cccc(C=Nn2c(-c3ccc(Cl)cc3)n[nH]c2=S)c1O	11%
CCOc1ccc(N2C(=O)CC(N(CCc3ccccc3)C(C)=O)C2=O)cc1 (stereo not drawn)	9%
O=C(CSc1nc2ccccc2o1)OCC(=O)c1cccc([N+](=O)[O-])c1	13%
O=[N+]([O-])c1ccc(N=Cc2cc([N+](=O)[O-])ccc2O)c(Br)c1	32%
NC(=O)c1c(NC(=O)c2ccccc2Cl)sc2c1CCCC2	12%
COc1cc(/C=C2\N=C(c3ccc(F)cc3)OC2=O)ccc1OC(=O)c1ccccc1Cl	5%
Cc1ccccc1OCC(=O)Nc1ccc(N2CCCCC2)cc1	16%
Cc1cccc(NC(=O)COc2c(C)cc(Cl)cc2Cl)c1	16%
COc1ccc(Cl)cc1S(=O)(=O)N1CCCCC1	2%
Cc1cc(NNc2ccc(Cl)cc2)c(C(N)=O)c(C)n1	13%
Cc1ccc(C(=O)NC(C(=O)NC(C)(C)C)C23CC4CC(CC(C4)C2)C3)cc1 (stereo not drawn)	16%
Cc1c(Cl)cccc1-c1ccc(C=O)o1	41%
COc1cc(/C=C2\SC(N)=NC2=O)cc(Br)c1OS(=O)(=O)c1ccc(C)cc1	12%
O=[N+]([O-])c1ccccc1C=Nc1ccc2ccccc2c1	10%
O=C1C2C3CCC(O3)C2C(=O)N1c1ccccc1 (stereo not drawn)	12%
COc1ccc(/C(N)=N/OC(=O)/C=C/c2ccccc2)cc1	15%
CN1CCN(C2=NC(=O)/C(=C/c3ccc([N+](=O)[O-])cc3)S2)CC1	0%
Oc1ccccc1C=Nc1ccc(Br)cn1	0%
COC(=O)C1=NNC2C(=O)N(c3cccc(C)c3)C(=O)C12 (stereo not drawn)	0%
O=C(c1ccc(N2C(=O)c3cc(Cl)c(Cl)cc3C2=O)cc1)N1CCCCC1	9%
COC(=O)c1c(NC(=O)c2ccc(C)o2)sc2c1CCC(C(C)(C)C)C2 (stereo not drawn)	15%
COc1ccc(-c2nc3cc(NC(=S)NC(=O)c4cc(OC)c(OC)c(OC)c4)ccc3o2)cc1	13%
CCOc1ccc(N/C=C/C(=O)c2cccs2)c([N+](=O)[O-])c1	0%
SMILES	RNase H inhibition
Cc1ccc(C(C)C)c(OCCOc2ccc(/C=N/n3cnnc3)cc2)c1	33%
Cc1ccc(NS(=O)(=O)c2ccc(F)cc2)cc1Cl	4%
CCOc1cc(/C=N/NC(N)=O)ccc1OCc1ccccc1C#N	15%
Cc1ccc(CNC(=O)C(=O)Nc2ccccc2Br)cc1	7%
CCOc1ccc(NC(=O)C(=O)Nc2cc(C)ccc2OC)cc1	16%
O=C(c1ccccc1)N1CCN(c2ccc([N+](=O)[O-])cc2Cl)CC1	2%
C/C(=N\NC(=O)CSCc1ccc([N+](=O)[O-])cc1)c1ccc2c(c1)OCCO2	13%
O=C(Cn1nnc2ccccc21)N=Nc1c(O)[nH]c2ccccc12	7%
COc1ccc(NC(=O)CCCc2ccccc2)cc1OC	10%
CN1C(=O)/C(=C\c2ccsc2)SC1=S	22%
O=C(O)c1ccc(CS(=O)(=O)c2ccc(Br)cc2)cc1	10%
Cc1ccc(-c2cc(C(=O)N/N=C/c3ccco3)[nH]n2)cc1	14%
Cc1cc(C)cc(N=Cc2ccc([N+](=O)[O-])s2)c1	7%
C=CCN(CC=C)C(=O)c1ccc(SC)cc1OC	11%
COc1ccccc1OCC(=O)N/N=C/c1ccc(C)cc1C	11%
COc1cc(NC(=O)c2ccc3c(c2)C(=O)N(CC2CCCO2)C3=O)c(C(=O)O)cc1OC (stereo not drawn)	10%
O=C(CN(c1ccccc1)S(=O)(=O)c1ccccc1[N+](=O)[O-])N1CCCC1	8%
O=C1NC(=Nc2cccc(O)c2)CS1	15%
CN(C)CCN(Cc1ccccc1)Cc1ccccc1C(F)(F)F	7%
CC(C)CN1C(=O)c2ccc(C(=O)Nc3c[nH]c(=O)[nH]c3=O)cc2C1=O	0%
CCOC(=O)C(CO)NCCC(=O)c1ccc(Cl)cc1 (stereo not drawn)	7%
COc1ccccc1NC(=O)COc1ccc(C)cc1	8%
COc1ccc(OCCCOc2c(Cl)cc(Cl)cc2Cl)cc1	29%
Cc1cccc(NC(=O)c2ccccc2C(=O)Nc2cccc(C)c2)c1	2%
CCOC(=O)c1sc(NC(=O)c2ccncc2)nc1C	0%
CCOC(=O)c1c(NC(=O)c2ccc(Cl)c([N+](=O)[O-])c2)sc(C(=O)Nc2cc(C(F)(F)F)ccc2Cl)c1C	17%
O=C1OC(c2ccccc2)=N/C1=C\c1cn(-c2ccccc2)nc1-c1ccc(F)cc1	20%
c1coc(-c2nc3c(ccc4ccccc43)[nH]2)c1	3%
